Assay outcomes as filed in PubChem.
hcGAS inh = blocks human cGAS activity. recombinant h-cGAS, ATP depletion, Kinase-Glo luminescence. AID 1259398. inhibition, % at 12.5 µM. Q8N884. 290,000 compounds, 0.081% hits;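 further: 0% = vehicle reaction and 100% = reaction without DNA for no activity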
Target sequence (Q8N884 whole entry, looked up): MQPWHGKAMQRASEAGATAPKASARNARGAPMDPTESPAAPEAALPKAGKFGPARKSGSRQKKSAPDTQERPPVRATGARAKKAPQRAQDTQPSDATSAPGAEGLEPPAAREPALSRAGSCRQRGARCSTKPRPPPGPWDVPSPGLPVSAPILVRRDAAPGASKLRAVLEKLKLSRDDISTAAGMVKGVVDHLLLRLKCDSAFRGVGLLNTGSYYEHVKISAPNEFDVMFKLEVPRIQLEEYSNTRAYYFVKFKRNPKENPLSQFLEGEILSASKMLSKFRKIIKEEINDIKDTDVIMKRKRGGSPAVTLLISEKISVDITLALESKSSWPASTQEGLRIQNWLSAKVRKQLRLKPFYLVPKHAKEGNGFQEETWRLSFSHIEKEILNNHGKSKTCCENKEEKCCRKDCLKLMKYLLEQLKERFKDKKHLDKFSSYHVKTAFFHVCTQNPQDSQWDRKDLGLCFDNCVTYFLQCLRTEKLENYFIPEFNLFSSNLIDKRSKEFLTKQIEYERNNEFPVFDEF
NPYLR7 ag = activates Aedes aegypti NPYLR7 receptor; HEK293T NPYLR7/Galpha15, GCaMP6s calcium fluorescence; activation, % at 10 µM; 270,000 compounds, 0.15% hits; AID 1259423; in the data active means activation above about 40%;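 further: 0% = vehicle and 100% = reference agonist at the receptor; some compounds past the cut are filed as inactive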
mcGAS inh = inhibitors of mouse cGAS | Q8C6L5 | recombinant cGAS, Kinase-Glo ATP depletion luminescence | inhibition, % at 12.5 µM | 160,000 compounds, 0.15% hits | AID 1259399;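 further: 0% = negative control wells and 100% = reference inhibitor with no enzyme activity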
An asterisk follows results filed as active; / = no result given. Unless noted, no stated cut-off is given here; in the data, active means inhibition above about 40%; inactive means the rest.

SMILES	hcGAS inh	NPYLR7 ag	mcGAS inh
CC1(CC(=O)Nc2ccccc2)NC(=S)N(c2ccccc2)N1 (stereo not drawn)	3.1	-8.8	-3.0
CCN(c1ccccc1)S(=O)(=O)c1ccc(C(=O)NC2=NCCS2)cc1	-4.3	-0.1	/
CN1C(=O)C(=Cc2cccc(O)c2)SC1=S	3.1	-13.9	/
COc1ccc(O)c(C=NN(C)CCN(C)N=Cc2cc(OC)ccc2O)c1	-2.1	1.2	-4.2
Cc1nsc(NC(=O)N2CCC(n3c(=O)[nH]c4ccccc43)CC2)n1	-4.8	0.5	/
Cc1ccc(C2=Nc3nnnn3C(c3ccc(N4CCCC4)c([N+](=O)[O-])c3)C2C)cc1 (stereo not drawn)	-6.9	-4.5	/
CC(=O)Nc1nc(-c2ccc(OC(C)=O)cc2)cs1	-16.4	13.8	-9.5
Cc1cccc(NC(=O)CN2CCN(C(=O)c3oc4ccccc4c3C)CC2)c1C	-3.7	-3.2	-7.4
O=c1cc(CSc2ccc3ccccc3c2)nc2ccc(Br)cn12	-2.4	-0.8	/
CCc1ccsc1CNC(=O)CCc1ccc(OC)c(Br)c1	3.7	2.3	/
COc1ccc(-c2cc(C(=O)N3CCN(c4ccc(OC)cc4)CC3)n(-c3cc(C)ccc3C)n2)cc1	-3.8	-3.3	-6.1
CCOC(=O)c1c(N)sc(C(=O)N2CCc3ccccc3C2)c1C	-2.0	-2.1	/

Part of the list above in order of formula weight, smallest number first:
SMILES	hcGAS inh	NPYLR7 ag	mcGAS inh
CN1C(=O)C(=Cc2cccc(O)c2)SC1=S	3.1	-13.9	/
CC(=O)Nc1nc(-c2ccc(OC(C)=O)cc2)cs1	-16.4	13.8	-9.5
CCOC(=O)c1c(N)sc(C(=O)N2CCc3ccccc3C2)c1C	-2.0	-2.1	/
COc1ccc(-c2cc(C(=O)N3CCN(c4ccc(OC)cc4)CC3)n(-c3cc(C)ccc3C)n2)cc1	-3.8	-3.3	-6.1

Continuation:
SMILES	hcGAS inh	NPYLR7 ag	mcGAS inh
CC(=O)n1c(O)c(C2=NC(=S)NC2=O)c2ccccc21	8.9	3.2	7.0
c1ccc(-c2[nH]cnc2-c2cnc3ccccc3c2)cc1	1.5	19.2	/
c1ccc(CCn2ccnc2-c2ccc(-c3ccn[nH]3)s2)nc1	-7.9	20.0	/
CC(C)(C)NC(=O)N(Cc1ccccc1OS(C)(=O)=O)C1CC1	-1.3	-1.8	-3.0
C=CCN(CCO)C(=O)NC1CC1C1CCCCC1 (stereo not drawn)	-9.9	3.3	/
OCC1(CC2CCCCO2)CCN(Cc2cccnc2)CC1 (stereo not drawn)	-0.5	7.1	/
N#Cc1c(-c2cccc3ccccc23)c(C#N)c2nc3ccccc3n2c1N	5.5	-2.9	6.4
COc1ccc(N=C2SCCN2C(=O)c2cccs2)cc1	-5.3	5.9	/
CCOC(=O)CNC(=O)CSc1ccc2nnc(-c3cccc(F)c3)n2n1	-3.4	7.0	-5.7
CC(C)Nc1ccc(C(=O)NC(c2ccccc2)c2ccccn2)cn1 (stereo not drawn)	-7.1	-2.8	-4.6
CCOC(=O)CCCC(=O)N1CCN(CC(OCc2ccc(C#N)cc2)c2cccc(OC)c2)CC1 (stereo not drawn)	-3.1	-5.2	-4.5
CCOC(=O)CNC(=O)N1CCC2(CC1)[C@H](C(=O)N(C)c1ccccc1)[C@@H](OC)C(=O)N2C	8.7	13.2	-4.6
Cn1c(=O)n(CN2CCN(S(=O)(=O)c3ccc(F)cc3)CC2)c2ccccc21	-1.8	1.4	/
CC(C)NC(=O)N1CCN(c2ccccc2)C(=O)C1C (stereo not drawn)	-0.4	-1.5	-0.9
C=CCn1c(-c2ccc(OC)cc2)c[nH]c1=S	-7.3	-13.4	-9.9
Cc1c(Cl)cccc1-n1c(C(C)N(CCc2ccccc2)C(=O)c2ccc(Cl)c(Cl)c2)nc2ccccc2c1=O (stereo not drawn)	2.1	-4.4	-0.8
CC(c1ccc(-n2cncn2)cc1)N(C)C(=O)COc1ccc(Cl)cc1Cl (stereo not drawn)	-8.7	17.5	/
Cc1[nH]c(/C=C2\C(=O)Nc3ccc(S(=O)(=O)N(C)c4cccc(Cl)c4)cc32)c(C)c1C(=O)N1CCN(C)CC1	-0.5	41.2	-1.3
CN(CCn1ccc2ccccc21)C(=O)c1cn(-c2ccccc2)nn1	-8.4	4.5	/
CC(=O)NC(C1C(=O)CC(C)(C)CC1=O)(C(F)(F)F)C(F)(F)F	-2.0	9.7	/
COc1ccc(NC(=O)Cn2ccnn2)cc1Cc1ccccc1	-7.1	4.6	/
Cc1ccc(/C=C(/C#N)S(C)(=O)=O)c(C)c1	1.2	3.7	/
CC(=O)c1c(C)[nH]c(C(=O)N2CCCC2c2cccs2)c1C (stereo not drawn)	-6.2	-0.1	-7.0
CC(C)CN1CCC(C(=O)N2CCN(C(C#N)C(C)C)CC2)C1 (stereo not drawn)	-6.4	2.5	/

A second format for part of the listing above.
Below each SMILES: hcGAS inh, NPYLR7 ag, mcGAS inh
> Cc1c(Cl)cccc1-n1c(C(C)N(CCc2ccccc2)C(=O)c2ccc(Cl)c(Cl)c2)nc2ccccc2c1=O (stereo not drawn)
 : 2.1, -4.4, -0.8
> CC(c1ccc(-n2cncn2)cc1)N(C)C(=O)COc1ccc(Cl)cc1Cl (stereo not drawn)
 : -8.7, 17.5, /
> Cc1[nH]c(/C=C2\C(=O)Nc3ccc(S(=O)(=O)N(C)c4cccc(Cl)c4)cc32)c(C)c1C(=O)N1CCN(C)CC1
 : -0.5, 41.2, -1.3
> CN(CCn1ccc2ccccc21)C(=O)c1cn(-c2ccccc2)nn1
 : -8.4, 4.5, /
> CC(=O)NC(C1C(=O)CC(C)(C)CC1=O)(C(F)(F)F)C(F)(F)F
 : -2.0, 9.7, /
> COc1ccc(NC(=O)Cn2ccnn2)cc1Cc1ccccc1
 : -7.1, 4.6, /

(list continues)
SMILES	hcGAS inh	NPYLR7 ag	mcGAS inh
COc1ccccc1N1CCN(C(=O)CSc2ncccn2)CC1	-3.7	-5.0	/
O=C(NCCc1cscn1)C1CCCN(C2CCN(C(=O)C3CC3)CC2)C1 (stereo not drawn)	-4.8	2.7	-12.1
CCOC(=O)c1nc2cc(C)c(C)cc2nc1N1CCN(C(=O)c2c(F)c(F)c(F)c(F)c2F)CC1	0.5	/	-4.4
Cn1ccc(NC(=O)c2cccc(-n3cc(Br)cn3)c2)n1	-6.8	3.3	-17.1
O=C(C1Cc2ccccc2C1)N(CCN1CCOCC1)Cc1ccco1	-4.5	-1.6	-15.6
COc1ccc(Br)cc1S(=O)(=O)N1CCC(N2CC(C)OC(C)C2)CC1 (stereo not drawn)	-6.1	1.7	/
CCCCCc1ccc(C(=O)N2CCN(c3nc(C(C)C)nc4sc(C)c(C)c34)CC2)cc1	-7.8	14.6	-3.8
Cc1ccc(-c2nc(C(N)=O)c3[nH]c(=O)n(-c4ccc(F)cc4)c3n2)o1	0.1	-0.6	-0.8
Cn1cnn(CN2CCCC2c2ccc3c(c2)OCO3)c1=S (stereo not drawn)	-6.7	3.1	/
O=C(Cn1ncc(Cl)c(Cl)c1=O)NC1CCCCC1	-6.1	2.0	/
CCOc1ccc(-c2cc(C(=O)NCCc3cccs3)c3ccccc3n2)cc1	-1.3	23.9	-2.0
C=CCn1cc(CNCCNC(C)=O)c(C)n1	-4.2	-2.9	/
O=C(C1CCCO1)N1CCc2c(nc(-c3ccccn3)[nH]c2=O)C1 (stereo not drawn)	-6.2	6.4	/
Cc1ccc(F)cc1S(=O)(=O)N(Cc1cccc(Oc2ccc(Cl)cc2)c1)Cc1ccco1	-11.4	-4.4	-2.9
Cn1ccc(COc2ccc(-c3nnco3)cc2)cc1=O	-2.2	6.5	-9.4
Cc1nccc(-c2cccc(NC(=O)c3cccc(SC(F)F)c3)c2)n1	-2.4	-7.6	1.0
Cc1ccc(C(=O)Nc2ccc(N3CCN(C(=O)NCc4ccccc4F)CC3)nc2)cc1	-5.6	8.1	-5.6
Cc1ccc(-n2ncc3c(=O)n(NC(=O)CC4CCCCC4)cnc32)cc1	4.8	19.5	/
CN1CCNC(=O)C12CCN(C(=O)c1ccccc1-c1ncc[nH]1)CC2	-4.0	9.1	/
COC(=O)c1cc(NS(=O)(=O)c2ccc(C)cc2Cl)ccc1Cl	3.4	-1.0	-4.9
CCOc1cc(C2NC(=O)N(C)C(C)=C2C(=O)OCCc2ccccc2)ccc1O (stereo not drawn)	2.4	-1.3	-3.1
CN1N=C(C(=O)NCc2cccnc2N(C)Cc2ccccc2)CCC1=O	1.8	-6.1	/
Cc1cccc2c(=O)c(-c3ccccc3)c(NC(=O)c3cccs3)oc12	-4.6	4.9	/
CCn1cc(NC(=O)c2cccc(CN3CCC(N(C)C(C)=O)C3)c2)nn1 (stereo not drawn)	-2.9	-8.0	3.0
CC1CCC2(CC1)NC(=O)N(NC(=O)CSc1nccn1C)C2=O (stereo not drawn)	-10.3	0.9	/
COc1ccc(-c2n[nH]c(=S)n2N=Cc2c(C)nn(-c3ccccc3)c2C)cc1	-2.0	-6.6	-2.3
O=C1CSC(c2cc3c(cc2Br)OCO3)N1c1cccc(C(F)(F)F)c1 (stereo not drawn)	-2.8	-5.4	/
CN1CC(=O)N(CN2CCN(c3c(F)c(F)c(F)c(F)c3F)CC2)C1=O	-4.4	9.0	/
Cc1cc(-c2nn(-c3ccccc3F)cc2CN(C)C2CCOCC2)c(C)s1	-6.8	0.0	-3.6
Cc1cc(C)cc(NC(=O)CNC(=O)c2ccco2)c1	-20.0	11.6	-5.3
OC1(CN2CCCC2)CCN(C2CCC3(CCNCC3)CC2)CC1	-0.4	6.3	-14.6
CCSCCNC(=O)c1c(C)noc1-c1cccc(C(F)(F)F)c1	-8.9	2.0	-5.9
O=S1(=O)CC(O)C(Nc2ccc(Cl)cc2)C1 (stereo not drawn)	-6.0	-1.4	-4.5
CC1CCCCN1CCCNC(=O)c1c(O)nc2sccn2c1=O (stereo not drawn)	3.2	-3.8	1.7
COc1ccc(OC)c(C(=O)CSc2nnc(-c3ccccc3F)n2-c2ccccc2C)c1	-12.6	19.2	-5.1
Cc1nc(CNS(=O)(=O)c2ccccc2-c2ccccc2)cs1	2.4	-7.1	-1.9
CCn1c(C2CCN(Cc3ccc4c(C)cc(=O)oc4c3)CC2)n[nH]c1=O	-2.6	8.4	-13.4
CCCN(CCC)Cc1cc(=O)[nH]c(=O)[nH]1	-2.0	1.6	-15.3
CC(C)Cn1c(CN2CCC(CN)C2)nc2ccccc21 (stereo not drawn)	-5.3	8.1	/
CC(=O)NC12CC3CC(C1)CC(C(=O)Nc1ccc4c(c1)-c1ccccc1C4)(C3)C2	-7.7	-1.4	/
CN(Cc1nncn1-c1ccc(Cl)cc1)S(C)(=O)=O	-4.7	1.7	/
COc1ccc(/C=C/C2=NC(=C\c3ccccc3OC)/C(=O)O2)cc1	-2.3	0.3	/
CCCc1cc(NCCOCCO)n2nc(C)c(-c3ccccc3)c2n1	-0.3	1.0	-7.0
O=C(C1CCC1)N1CCCN(Cc2ncc[nH]2)CC1	-7.1	12.2	/
Cc1ccc2nc(-c3cc(NC(=O)c4ccc([N+](=O)[O-])c(C)c4)ccc3Cl)oc2c1	1.6	-7.1	2.1
O=C(c1c[nH]c(=S)n1-c1ccccc1)N1CCN(CCc2ccccc2)CC1	-7.0	1.8	-19.8
CCCCCCCn1c(Br)nc2c1c(=O)n(C)c(=O)n2C	-11.9	-2.4	/
COc1ccc(NC(=O)C2CC(=O)Nc3ccccc32)cc1Cl (stereo not drawn)	-3.8	2.1	-5.8
O=C(c1cc(Cl)ccc1F)N1CCCC(Nc2ccc3c(c2)OCCO3)C1 (stereo not drawn)	-5.4	15.9	/
COc1cccc(Cc2nsc(N3CCCN(C(=O)c4ccc(Cl)c([N+](=O)[O-])c4)CC3)n2)c1	-8.2	3.6	-5.8
O=C(c1cc(-c2ccccc2Cl)nc2cc(-c3ccccc3)nn12)N1CCN(c2cccc(Cl)c2)CC1	-2.9	1.5	-5.8
CCc1ccc(S(=O)(=O)Nc2cccc(-c3ccc4nnc(C)n4n3)c2)s1	-6.4	-20.0	-1.6
Cc1[nH]cnc1-c1nccn1-c1ccc2cn[nH]c2c1	-1.4	-1.1	/
COc1ccc(/C=C2N=C(/C=C/c3ccccc3)OC/2=O)c(OC)c1	-2.6	2.0	/
C=CCN(CC(=O)N(CCc1ccc(OC)c(OC)c1)Cc1ccc(C)o1)C(C)=O	-7.7	/	-5.2
O=C1OC(/C=C\c2cccc([N+](=O)[O-])c2)=NC/1=C/c1cccc(Cl)c1	-5.7	10.2	-2.2
COC(=O)C(=Cc1cccc(OC)c1)c1ccccc1	-4.2	20.1	-8.0
O=C(CSc1ccccc1)Nc1nnc(SCc2ccc(C(F)(F)F)cc2)s1	-5.4	5.3	-3.5
O=C(NC(c1ccncc1)c1ccc(F)cc1)c1cn(Cc2ccc(Cl)cc2)nn1 (stereo not drawn)	-3.5	19.5	/
CCOC(=O)c1cn[nH]c1S(=O)(=O)N1CCN(Cc2ccc3c(c2)OCO3)CC1	-3.4	1.5	-8.7

Following part:
SMILES	hcGAS inh	NPYLR7 ag	mcGAS inh
O=C(c1ccc(CSc2ccc(F)cc2)cc1)N1C2CCC1CC(Oc1cccc(C(F)(F)F)c1)C2 (stereo not drawn)	-5.2	2.0	-4.9
CCCNC(=O)c1cc(-c2ccccc2F)n2nc(C(C)(C)C)cc2n1	-7.1	-3.7	-8.8
Cc1ccc(CNn2c(C)n[nH]c2=S)cc1	-0.2	-6.0	-3.0
O=C(NCc1cccnc1)c1cc2n(n1)CCN(Cc1cccc(Cl)c1)C2=O	-4.7	1.1	-3.2
NC(=O)CC1CCCN(C(=O)NC2CCN(CC(F)(F)F)C2)C1 (stereo not drawn)	-3.1	-4.3	/
CNc1ccc(-c2cccnc2)cn1	-17.2	1.0	/
CCn1nccc1NC(=O)c1ccc(C2CCCCC2)cc1	-9.2	0.8	-6.4
